aDG glyco up = increases alpha dystroglycan glycosylation; Pro5-aDG cells, alpha-DG glycosylation AlphaScreen (IIH6); 0% Pro5, 100% B10-LARGE cell signal; activation, % at 10 µM; 360,000 tested, 0.22% active; AID 624168;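 active = activation of at least 8% versus controls, or a plate z-score of at least 8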;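 note: Pro5 are CHO cells carrying HIG-tagged alpha-DG that lacks glycosylation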
TWEAK-Fn14 inh = TWEAK-Fn14 signaling inhibition | TWEAK-stimulated Fn14 reporter cells, luciferase luminescence, 8 h | inhibition, % at 10 µM | 360,000 tested, 2% active | AID 1159606; in the data active = inhibition above about 50%
NR2E3 ag-1 = human photoreceptor-specific nuclear receptor agonism; Q9Y5X4; CHO-S Gal4-NCOR/VP16-NR2E3 two-hybrid, luciferase; inhibition of corepressor binding, % at 3.98 µM; 360,000 tested, 0.35% active; AID 602229;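 active = inhibition above the mean of all tested compounds plus 3 SD, cut at about 70% in these data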;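 note: 0% = DMSO with NR2E3 transfected cells and 100% = cells lacking NR2E3 construct; higher means lower luciferase signal from less NR2E3 corepressor binding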
Target sequence (Q9Y5X4 whole entry, looked up, the tested form may be a part): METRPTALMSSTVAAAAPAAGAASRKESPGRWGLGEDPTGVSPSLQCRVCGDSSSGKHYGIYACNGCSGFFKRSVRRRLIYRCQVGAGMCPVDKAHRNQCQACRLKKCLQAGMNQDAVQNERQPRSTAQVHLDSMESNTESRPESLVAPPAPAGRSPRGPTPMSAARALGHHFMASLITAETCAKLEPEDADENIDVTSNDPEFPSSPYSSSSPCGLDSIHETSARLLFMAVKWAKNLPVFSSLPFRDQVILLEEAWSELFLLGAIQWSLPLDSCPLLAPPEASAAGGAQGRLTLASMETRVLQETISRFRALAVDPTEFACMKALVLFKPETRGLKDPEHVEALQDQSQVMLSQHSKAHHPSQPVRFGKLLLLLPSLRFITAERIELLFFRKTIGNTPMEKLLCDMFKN
Shn3 3UTR inh = reduces Shn3 3'UTR luciferase signal in osteoblasts | AID 588674 | inhibition, % at 12.5 µM | Clone20 osteoblast Shn3 3'UTR firefly luciferase, 24 h | 360,000 tested, 0.52% active;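 active = mean inhibition of at least 75% with every replicate also reaching 75%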;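 note: 0% = median of neutral control wells and 100% = pilot-screen positive control compound; some compounds past the cut are filed as inactive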
MITF TRPM1 inh = inhibitors of MITF-driven TRPM1 promoter in melanoma cells | SK-MEL-5 TRPM1 promoter luciferase, 24 h | inhibition, % at 12.5 µM | 330,000 tested, 0.83% active;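 active = mean inhibition across replicates of 60% or more, whatever share of single replicates reaches that level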; note: values of inactives mirror those of a sister screen read the other way
HIF-2a inh = blocks HIF-2a reporter activity; 786-0 RCC cells HIF-2a reporter, luciferase luminescence, overnight; 360,000 tested, 0.72% active; AID 624352; inhibition, % at 18.8 µM;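 active = inhibition of the luminescence signal of 40% or more relative to plate controls, in a single-dose primary screen at 18.75 µM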
CF NFkB inh = cystic fibrosis NF-kB activation inhibition; 360,000 tested, 0.86% active; KKLEB NF-kB-GFP reporter, PAF-induced, GFP fluorescence overnight; AID 588850; inhibition, % at 5 µM;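 active = at least 50% inhibition at 5 µM, scaled per plate between neutral and stimulator controls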;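 note: PAF is a Pseudomonas aeruginosa culture filtrate used as stimulus; plate controls were PAF-stimulated DMSO wells for no effect and unstimulated DMSO wells for full effect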
NR2E3 ag-2 = NR2E3 (human) agonism. Q9Y5X4. GST-NR2E3/biotin-RetCOR TR-FRET, 1536-well. inhibition of corepressor binding, % at 4.78 µM. 320,000 tested, 0.12% active. AID 2300;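 active = percent inhibition above the cutoff of mean plus 3 SD of all tested compounds, set per screening campaign, cut at about 20% in these data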;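 note: 0% = DMSO wells and 100% = biotin wells as full block of FRET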
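System: GST-tagged NR2E3 plus biotinylated RetCOR corepressor; Amount: 1.35 nM GST-tagged NR2E3 final; Dosing: single nominal compound dose of 4.8 µM; Schedule: 5 h incubation at 4 °C; Technique: TR-FRET with europium anti-GST and streptavidin-D2, 340 nm excitation; Controls: biotin wells as high control, 0.6% DMSO wells as low control.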
Peg3 promoter = reduces Peg3 promoter-driven luciferase expression in HeLa; HeLa PEG-Prom luciferase reporter, luminescence, overnight; inhibition, % at 20 µM; 360,000 tested, 1.7% active; AID 588405;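 active = inhibition of at least 50% at 20 µM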
KKLEB tox = reduces viability of KKLEB cystic fibrosis airway cells; KKLEB CF airway cells viability, ATPlite luminescence, overnight; hits give low values; cells stimulated with P. aeruginosa culture filtrate; 360,000 tested, 0.36% active; AID 602141; activity change (cytotoxicity), % at 5 µM;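 active = corrected activity change at or below -50% at 5 µM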
iPSC survival up = enhancers of human iPSC single-cell survival | hiPSC single-cell survival, ATPlite luminescence; 100% = ROCK inhibitor wells, 0% = DMSO | survival enhancement, % at 20 µM | 360,000 tested, 0.044% active | AID 602274; in the data active = survival enhancement above about 18%;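 note: cells exposed to compounds for 16 hours before the ATP read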
* hit, by the source's call; / = not tested or not shown.

SMILES	aDG glyco up	TWEAK-Fn14 inh	NR2E3 ag-1	Shn3 3UTR inh	MITF TRPM1 inh	HIF-2a inh	CF NFkB inh	NR2E3 ag-2	Peg3 promoter	KKLEB tox	iPSC survival up
CCC(c1nnnn1C1CCCCC1)N1CCN(C2CCCC2)CC1 (centres undefined)	-0.1	-16	-21	-7	-4	13	4	3	-14	-1	-2.5
Cc1cccc(C)c1NC(=O)CNC(=O)Cn1nc(C)c(C)c(C#N)c1=O	0.1	9	13	-22	-8	8	-15	1	7	10	-0.5
Clc1ccc(-c2c[n+](Cc3cccc(Cl)c3)c3n2CCC3)cc1	-0.2	21	-32	15	58	-2	-12	-5	12	-1	-1.4
O=c1c2ccccc2nc(-c2ccc(Cl)cc2)n1C1CCS(=O)(=O)C1 (centres undefined)	-0.2	-1	-33	-8	-6	21	5	0	13	2	1.7
COc1cccc(NC(=O)CN(C)CC(=O)Nc2ccc(C)cc2Cl)c1	0.3	12	-12	13	1	18	28	0	16	-21	-0.5
O=C(Nc1ccc(C(=O)N2CCCC2)cc1)c1cc(F)c(F)cc1Cl	0.3	-7	-5	1	/	-23	14	/	-50	-7	2.1
O=C(NNC(=O)C1CCCO1)c1ccc([N+](=O)[O-])cc1 (centres undefined)	0.0	1	-2	-14	2	5	1	-2	-2	-9	0.2
CCN(CCO)Cc1csc2ccc(Br)cc12	0.1	-5	-33	-28	1	25	-4	2	5	1	-3.8
O=Cc1ccc(-c2cccc([N+](=O)[O-])c2)o1	0.1	-3	-20	-22	10	1	-17	1	-1	-10	-0.5
COc1ccc(S(=O)(=O)N2CCC(C(=O)Nc3nnc(CCN4CCCCC4)s3)CC2)cc1	0.3	16	-13	0	1	8	7	-1	5	-11	-2.2
CCN1CCCC1CNCC(O)COc1ccc(C(C)(C)C)cc1C (centres undefined)	1.0	-10	-1	-7	-18	-2	0	-1	8	8	-0.5
Cc1ccc(S(=O)(=O)N2CCC[C@H]2C(=O)NCc2ccccc2Cl)cc1	0.6	3	1	9	2	13	2	/	4	-10	-2.0
CC(C(=O)N1CCCc2ccccc21)N1CCN(c2ccccn2)CC1 (centres undefined)	0.1	5	-24	-9	3	8	24	1	-5	10	0.8
CC(=O)c1ccc(N2CCN(C(=O)c3ccc4c(c3)OCO4)CC2)cc1	0.7	-4	-4	-5	-6	-11	12	1	-1	10	0.3
O=C(NCc1ccc2c(c1)OCO2)c1cc2c(s1)CSC2	0.0	0	-11	-7	8	-4	16	0	0	9	-0.2
O=C(CCc1c[nH]c2ccccc12)N1CCN(S(=O)(=O)c2ccc(F)cc2)CC1	-0.1	4	9	11	3	8	12	/	7	-1	-0.4
COc1ccc(C(=O)NCCCN2CCOCC2)cc1S(=O)(=O)N1CCCc2ccccc21	-0.3	-6	-10	7	13	4	2	-1	2	-1	0.4
COc1cc2c(cc1OC)CN(Cc1cc(=O)oc3c(C)c(C)ccc13)CC2	0.5	2	-23	-13	4	3	5	-1	-11	0	-0.7
Cn1c(=O)n(-c2ccccc2)c(=O)c2c3c(sc21)COC(C)(C)C3	0.8	5	-12	-4	2	17	8	5	-5	11	-1.0
Cc1oc(-c2cccc3ccccc23)nc1CN1CCC[C@H]1CO	0.4	5	-3	-3	-1	1	11	0	15	-2	-1.3

Brought forward from above: two entries, then new ones.
SMILES	aDG glyco up	TWEAK-Fn14 inh	NR2E3 ag-1	Shn3 3UTR inh	MITF TRPM1 inh	HIF-2a inh	CF NFkB inh	NR2E3 ag-2	Peg3 promoter	KKLEB tox	iPSC survival up
Cn1c(=O)n(-c2ccccc2)c(=O)c2c3c(sc21)COC(C)(C)C3	0.8	5	-12	-4	2	17	8	5	-5	11	-1.0
Cc1oc(-c2cccc3ccccc23)nc1CN1CCC[C@H]1CO	0.4	5	-3	-3	-1	1	11	0	15	-2	-1.3
CCc1nc(N2CCN(C(C)=O)CC2)c2c3c(sc2n1)CCCC3	-0.1	-5	-27	7	5	22	8	/	6	-6	0.9
COc1cc(C(=O)NCCc2nc3ccccc3n2C)cc(OC)c1OC	-0.1	-19	6	2	4	26	7	0	20	6	0.9
CC(C)(O)C(=O)N/N=C\c1ccc(OC/C=C/c2ccccc2)cc1	0.2	-19	-89	23	-100	-78	-35	/	-272	14	0.3
c1ccc(Nc2cccc(Nc3ccccc3)n2)cc1	-0.3	-6	-73	-57	-53	-168	4	0	-212	3	2.9
COC(=O)CN1C(=S)N(C)C(=O)/C1=C/c1cccs1	0.0	1	-1	16	7	11	10	3	20	-3	-0.8
COc1ccc(CCNC(=S)NC(=O)c2ccccc2)cc1C	-0.1	-10	3	9	8	-17	-12	3	-5	5	-0.1
COc1cc(NC(=O)CSCc2ccc(Cl)cc2)c(C(=O)O)cc1OC	0.0	2	-14	7	3	17	-4	-2	-2	0	0.6
Cc1cccc(-n2cnc(C(=O)NNC(=S)Nc3ccccc3)c2)n1	0.1	3	-15	14	8	-36	1	1	-11	-4	-0.7
Nc1nc(COc2ccc3ccccc3c2)cs1	-0.1	6	-79	-116	-92	-205	-11	6	-255	0	0.4
O=C(NC(Cc1ccccc1)C(=O)N1CCN(c2ccccn2)CC1)c1ccco1 (centres undefined)	-0.1	17	-5	14	-5	4	-29	-2	4	5	-0.2
Cc1ccc2nc(NCc3ccc(F)cc3)c3nncn3c2c1	0.2	-32	-5	10	-21	-19	16	0	-14	-7	1.0
Cc1cc(C)n2c(SCC(=O)Nc3cc(C)on3)nnc2n1	-0.1	-2	-7	-1	-10	16	-10	3	-3	1	-4.2
CCN1CCN(C(=O)C2CCN(S(=O)(=O)c3ccc(Br)cc3)CC2)CC1	0.2	2	-12	-30	-6	18	15	/	6	-2	-0.4
CC(C)NS(=O)(=O)c1ccc(OCC(=O)Nc2ccc3c(c2)OCO3)c(Cl)c1	0.0	-11	7	-23	-14	-16	5	5	-9	-5	-3.1
CCN(CC)S(=O)(=O)c1ccc(C)c(NC(=S)NC2CCCCC2)c1	0.2	4	-9	6	4	15	-9	1	23	-4	-0.7
COC(=O)C1(Cc2ccc3c(c2)CCC3)Cc2ccc3c(c2C1=O)CCC3 (centres undefined)	0.4	22	19	-4	-6	4	10	/	38	3	-1.7
CCCCC(=NCCc1c(C)[nH]c2ccc(OC)cc12)C1=C(O)CC(c2ccccc2)CC1=O (centres undefined)	0.3	13	-52	20	25	41*	36	-4	28	0	-0.1
c1ccc(CNc2nc(Oc3ccncc3)c3sccc3n2)cc1	0.2	99*	1	-2	/	9	-16	/	-13	-9	-1.6
COc1ccc(C(CNC(=O)CSc2ccccc2)N2CCOCC2)cc1 (centres undefined)	0.2	14	-1	-1	/	12	13	/	-12	-5	-0.9
CCN(CC)CCNc1oc(-c2ccccc2)nc1S(=O)(=O)c1ccccc1	0.6	1	-28	-9	2	1	17	/	27	-2	-0.2
COc1ccc(C(=O)NC(=S)N2CCN(c3ccc([N+](=O)[O-])cc3)CC2)cc1	0.1	0	-21	16	-2	18	-8	-1	7	-5	8.1
Cc1ccc(S(=O)(=O)NC(=O)Nc2nnc(C)s2)cc1	0.0	7	22	0	7	7	-4	0	6	-1	-1.2
COc1ccc(CC(N)c2csc(Nc3nccc(C(F)(F)F)n3)n2)cc1 (centres undefined)	0.1	-26	2	9	/	5	-15	/	14	2	-1.2
COc1ccc(N2CCN(C3CCCN(C(=O)CN4CCCC4=O)C3)CC2)cc1 (centres undefined)	0.0	24	-1	9	-3	9	-8	-1	-3	3	0.5
CCCCCCNCC1OCc2ccccc2CO1	0.2	9	10	4	-6	22	-15	0	13	-6	0.7
O=C(O)c1[nH]c2ccccc2c1C(c1cccc(O)c1)c1c(C(=O)O)[nH]c2ccccc12	0.0	17	-12	1	13	22	-26	3	8	8	0.2
COC(=O)[C@H](C)N(Cc1ccc(Cl)c(Cl)c1)S(=O)(=O)CCN1CCN(c2ccccc2)CC1	0.1	43	-3	19	9	-46	10	/	21	-8	2.1
COc1ccc(OC)c(NC(=O)c2c(NC(=O)CNCc3ccco3)sc3c2CCC3)c1	0.1	-2	-18	25	6	9	23	3	12	3	0.4
O=C(N/N=C/c1cccnc1)c1ccc([N+](=O)[O-])cc1Cl	-0.1	-3	-4	4	-4	4	-22	0	4	16	-0.7
O=c1[nH]c2ccccc2nc1-c1ccccc1	0.0	-15	-38	-51	-12	-179	-7	2	-121	16	1.4
C=CCn1c(SCn2nnc3ccccc3c2=O)nnc1-c1ccc(Cl)cc1	0.2	-13	-1	-17	12	1	4	6	5	7	5.1
Cn1c(=O)c2c(-c3ccccc3F)c3c(nc2n(C)c1=O)-c1ccccc1C3O (centres undefined)	0.2	10	-10	-16	0	26	1	2	16	2	3.5
Cc1cc(C)n2nc(CNS(=O)(=O)c3cccc([N+](=O)[O-])c3)nc2n1	0.4	2	11	3	-13	1	-12	2	12	14	-0.5
Cc1ccc(NS(=O)(=O)N(C)C)cc1	0.2	-22	-8	-7	14	18	-10	1	10	0	5.6
CCn1c(C)c(C)c2cc(C(=O)N3CCCC3)ccc21	-0.2	2	-22	40	6	0	1	0	-4	-6	1.2
Clc1ccc(OCCCNCc2ccccc2)c(Br)c1	-0.1	4	6	-16	-5	2	2	1	3	0	1.3
CCOC1=C2CN(S(=O)(=O)c3ccc(C)cc3)[C@@H](c3cccs3)C[C@H]2[C@H]2C(=O)N(c3ccccc3)C(=O)[C@H]2C1	0.0	-18	-8	-9	/	5	-1	/	11	-3	-0.2
CCOC(=O)C1CCN(C(=O)CN(c2ccc3c(c2)OCCO3)S(=O)(=O)c2ccccc2)CC1	-0.1	7	-14	-6	-3	5	-26	3	2	6	-0.4
CCOc1ccc(/C(O)=C2/C(=O)C(=O)N(CCCn3ccnc3)C2c2cccs2)cc1Cl (centres undefined)	6.4	-12	-87	-101	-11	-191	17	7	-171	-9	-2.0
Cc1ccc(CNS(=O)(=O)c2ccc(C)s2)cc1	-0.1	7	-29	-18	-15	-8	11	6	-3	-6	-0.5
Cn1cccc1C(=O)NC(=O)COC(=O)CCNS(=O)(=O)c1cccc(C(F)(F)F)c1	0.0	-7	14	0	7	0	-7	3	-16	13	-0.4

Given as labelled records: two of the compounds above.
COc1cccc(NC(=O)CN(C)CC(=O)Nc2ccc(C)cc2Cl)c1
- aDG glyco up: 0.3
- TWEAK-Fn14 inh: 12
- NR2E3 ag-1: -12
- Shn3 3UTR inh: 13
- MITF TRPM1 inh: 1
- HIF-2a inh: 18
- CF NFkB inh: 28
- NR2E3 ag-2: 0
- Peg3 promoter: 16
- KKLEB tox: -21
- iPSC survival up: -0.5

c1ccc(Nc2cccc(Nc3ccccc3)n2)cc1
- aDG glyco up: -0.3
- TWEAK-Fn14 inh: -6
- NR2E3 ag-1: -73
- Shn3 3UTR inh: -57
- MITF TRPM1 inh: -53
- HIF-2a inh: -168
- CF NFkB inh: 4
- NR2E3 ag-2: 0
- Peg3 promoter: -212
- KKLEB tox: 3
- iPSC survival up: 2.9

From PubChem BioAssay
